BaF3 parental – reduces parental Ba/F3 cell viability, JAK2V617F counter-screen. CellTiter-Glo ATP luminescence. 1.1% of 220,000 active. AID 1486. inhibition, % at 5.6 µM;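 active = inhibition above a per-campaign cutoff, the mean inhibition of all tested compounds plus 3 SD, cut at about 27% in these data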;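 note: 0% = DMSO wells and 100% = JAK Inhibitor I control wells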
Calpain2 inh – blocks pig calpain II enzyme activity; purified calpain II, fluorogenic peptide substrate, 30 min; inhibition, % at 16 µM; 0.37% of 220,000 active;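 active = inhibition above about 50%, limit read from the data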
EP2 modulator – EP2 receptor (human) modulation. P43116. EP2-expressing cells, cAMP HTRF FRET, PGE2 co-stimulation. induction, % at 25 µM. 0.83% of 260,000 active. AID 940;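 active = compounds whose cAMP rise, as percent of the full-agonist control response, exceeds 60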;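 note: rat C6 glioma line stably carrying human EP2 under a CMV promoter; the protocol text gives 20 µM as final concentration; 100% = response of wells given 1 µM PGE2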
Ba/F3 V617F tox – lowers viability of Ba/F3 cells expressing EpoR and JAK2V617F | 1.1% of 220,000 active | AID 1446 | ATP luminescence | inhibition, % at 5.6 µM;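 active = inhibition above the campaign mean plus 3 SD over all tested compounds, cut at about 24% in these data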;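 note: cytokine-independent growth of Ba/F3 cells driven by EpoR plus mutant JAK2; 0% = DMSO-treated cells and 100% = JAK inhibitor I control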
S1P4 agonist – activates the human S1P4 receptor. activation, % at 4.98 µM. 0.35% of 220,000 active. S1P4-expressing cell line, agonist reporter assay; in the data active = activation above about 11%;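 note: 0% = DMSO vehicle and 100% = reference agonist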
S1P4 antag – blocks the human S1P4 receptor. S1P4-expressing cells, antagonist mode, reporter read-out. inhibition, % at 4.98 µM. 0.26% of 220,000 active. AID 1510; in the data active = inhibition above about 29%;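 note: 0% = wells stimulated with agonist and 100% = vehicle wells without agonist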
PERK inhibitor – human PERK inhibition, primary cell-based screen; CHO PERK-DD fusion, SEAP luminescence translation reporter; inhibition, % at 5.6 µM; 0.17% of 220,000 active;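 active = inhibition above the mean inhibition of all tested compounds plus 3 SD, set separately per screening campaign, cut at about 2.9% in these data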;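 note: PERK kinase domain activated by AP20187 dimerizer at 100 nM; 0% = DMSO with dimerizer and 100% = rapamycin at 8.4 µM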
Target sequence (Q9NZJ5 whole entry, looked up, the tested form may be a part): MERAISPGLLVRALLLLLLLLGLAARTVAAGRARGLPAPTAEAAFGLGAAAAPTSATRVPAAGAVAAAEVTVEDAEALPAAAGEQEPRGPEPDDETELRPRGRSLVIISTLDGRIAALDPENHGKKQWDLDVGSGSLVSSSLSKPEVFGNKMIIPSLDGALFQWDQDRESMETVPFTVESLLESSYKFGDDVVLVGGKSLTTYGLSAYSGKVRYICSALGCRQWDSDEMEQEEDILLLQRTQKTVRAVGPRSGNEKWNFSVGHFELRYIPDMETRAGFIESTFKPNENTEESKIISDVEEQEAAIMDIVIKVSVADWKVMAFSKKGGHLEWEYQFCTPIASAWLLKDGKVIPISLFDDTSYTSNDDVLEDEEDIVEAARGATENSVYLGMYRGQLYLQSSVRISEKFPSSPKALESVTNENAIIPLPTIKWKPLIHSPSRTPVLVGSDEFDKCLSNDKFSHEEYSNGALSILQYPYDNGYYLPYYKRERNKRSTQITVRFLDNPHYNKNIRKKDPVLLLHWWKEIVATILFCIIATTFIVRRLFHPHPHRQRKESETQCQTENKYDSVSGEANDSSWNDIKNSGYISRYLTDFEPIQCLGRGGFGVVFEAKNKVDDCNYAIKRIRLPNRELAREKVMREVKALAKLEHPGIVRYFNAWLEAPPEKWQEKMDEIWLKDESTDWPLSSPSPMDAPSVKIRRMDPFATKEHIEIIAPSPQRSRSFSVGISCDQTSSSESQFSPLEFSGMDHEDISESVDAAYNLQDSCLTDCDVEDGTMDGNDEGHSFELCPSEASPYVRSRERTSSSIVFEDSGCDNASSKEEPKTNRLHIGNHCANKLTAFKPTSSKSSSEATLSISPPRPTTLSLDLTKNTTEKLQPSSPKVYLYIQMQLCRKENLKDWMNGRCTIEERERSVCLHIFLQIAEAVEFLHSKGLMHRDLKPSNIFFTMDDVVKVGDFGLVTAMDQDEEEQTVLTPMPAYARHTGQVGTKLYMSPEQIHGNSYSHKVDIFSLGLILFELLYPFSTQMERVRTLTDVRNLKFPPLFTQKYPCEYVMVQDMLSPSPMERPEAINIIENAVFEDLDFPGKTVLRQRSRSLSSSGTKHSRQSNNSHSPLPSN
TRPN1 ag – activates the zebrafish TRPN1 channel; HEK293 zebrafish TRPN1-YFP, Fluo-8 calcium fluorescence; 100% = response to 87 µM carbachol; activation, % at 3 µM; 0.18% of 220,000 active;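 active = activation above its plate's cutoff, the mean activation of test wells on that plate plus 3 SD, cut at about 19% in these data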;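 note: 0% = DMSO alone and 100% = 87 µM carbachol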
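Control set: carbachol 87 µM as high control, DMSO as low control; system: HEK293 stable line with zebrafish TRPN1-YFP; read-out: % activation versus carbachol response; detection: intracellular calcium fluorescence with Fluo-8; doses: single test compound dose, 3 µM nominal, 0.3% DMSO; schedule: dye 1 h 37 °C plus 30 min RT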
TRPML3 ag – activates the human TRPML3 channel; HEK293 TRPML3-YFP, Fluo-8 calcium fluorescence; 100% = the carbachol control signal; 0.29% of 220,000 active; activation, % at 3 µM; AID 1448;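 active = activation above its plate's cutoff, the mean activation of the plate's test wells plus 3 SD, cut at about 12% in these data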;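 note: 0% = DMSO only wells and 100% = carbachol wells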
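Test system: TRPML3-YFP stable HEK293 cells. Doses: single point at 3 µM. Incubation: dye loading 1 h 37 °C then 30 min ambient, 125 s read. Signal: Fluo-8 calcium dye fluorescence, ex 470-495, em 515-575 nm. Measure: percent activation from peak-to-basal fluorescence ratio, scaled between DMSO and carbachol.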
* marks the source's active call; other numbers are inactive results; i = inactive.

Below each compound – BaF3 parental	Calpain2 inh	EP2 modulator	Ba/F3 V617F tox	S1P4 agonist	S1P4 antag	PERK inhibitor	TRPN1 ag	TRPML3 ag
- Cn1c(C(C(=O)NCC2CCCO2)N(C(=O)Cn2nnc3ccccc32)C2CCCCC2)nc2ccccc21 (centres undefined)
  4	-33	34	1	0.1	-4	-1.0	0.7	-0.5
- CN(C(=S)NC(=O)C1(C)CC1(Cl)Cl)c1ccccc1 (centres undefined)
  0	13	15	-2	0.1	-2	0.2	1.7	0.7
- CCCN(CCC)c1nc(C#N)nc(N(CCC)CCC)n1
  2	18	46	-2	-0.3	3	1.0	0.9	0.2
- OC1(c2cccc(C(F)(F)F)c2)CCN(c2ncnc3c2[nH]c2ccccc23)CC1
  9	-42	-41	0	0.5	3	0.6	5.3	1.3
- O=C1c2cccc3c([N+](=O)[O-])ccc(c23)C(=O)N1CCc1ccccn1
  -1	-134	-24	-1	-1.6	-8	0.8	0.4	1.0
- CCOC(=O)C(/C=C(\C#N)C(=O)OCC)=C(/N)N1CCN(c2ccc(Cl)cc2)CC1
  3	0	-16	-2	-2.8	-10	0.4	-1.5	0.2
- CCCCc1ccc(-c2csc(/C(C#N)=C/c3ccco3)n2)cc1
  2	-21	21	-3	-0.1	12	0.6	-0.9	-0.5
- COc1ccccc1NC(=O)NCCN1C(=O)C2C3C=CC(C3)C2C1=O (centres undefined)
  5	-1	-7	2	0.3	-1	0.9	0.4	0.4
- Cc1ccc(-n2nnnc2SCC(=O)N(CC(C)C)c2c(N)n(CC(C)C)c(=O)[nH]c2=O)cc1
  1	15	-22	-4	-0.1	-16	1.3	-1.0	0.4
- CC(C)NC(=O)c1onc(CSc2ccc(Cl)cc2)c1C(=O)O
  2	22	-6	1	3.4	-1	1.4	0.1	0.8
- Cc1ccc(NC(=O)CN(C)Cc2cc(=O)n3ccsc3n2)cc1
  -11	-14	5	0	-0.1	-34	1.3	2.0	0.9
- O=C(COC(=O)C1CC2C=CC1C2)NCc1ccccc1Cl (centres undefined)
  1	25	1	2	1.1	0	-0.1	0.1	-0.4
- CCOC(=O)C1CCCN(c2cc(=O)n(Cc3ccc(F)cc3)c(=O)[nH]2)C1 (centres undefined)
  2	-8	14	-3	-2.2	4	0.3	-0.3	1.2
- Cc1ccc(S(=O)(=O)N2CCN(C(=O)CCC(=O)NC3CCCc4ccccc43)CC2)cc1 (centres undefined)
  5	-30	-21	-3	-1.3	7	-1.7	-1.4	-0.1
- c1ccc(-n2cnnc2SCc2nc3ccccc3s2)cc1
  2	-58	-15	3	0.3	1	0.8	0.6	-0.2
- N#C/C(=C\c1ccc[nH]1)C(=O)NC1CC1
  5	28	-4	-1	-2.9	7	0.3	3.1	0.7
- NC(=O)CCCc1nc(-c2ccccc2)no1
  4	-3	15	-1	-0.7	-4	1.2	2.5	0.6
- CCn1c(=O)c(=O)[nH]c2cc(C(=O)NC3CCCC3)ccc21
  2	-31	19	3	-0.4	-21	0.8	1.6	1.0
- COc1cc(CN(C2CCCCC2C)S(=O)(=O)c2ccc(S(=O)(=O)NC3CC3)cc2)cc(OC)c1OC (centres undefined)
  12	17	1	8	-0.5	-12	-1.3	0.8	0.6
- CCN(CC)C(=S)NC(=O)c1cc(OC)c(OC)c(OC)c1
  -1	-3	7	-3	0.1	1	1.3	2.4	0.8
- COc1ccc(C(C#N)=C2C=CC(=NO)C=C2)cc1
  -4	-16	-10	0	0.7	15	-2.0	-0.7	-0.6
- O=C(COc1ccc(Cl)cc1Cl)Nc1c(-c2cccs2)nc2ccccn12
  6	-72	-2	0	-0.1	7	-0.4	0.9	0.4
- CCN(C(=O)CN1C=NS(=O)(=O)c2ccccc21)c1ccccc1
  2	-6	3	-1	0.4	-27	-0.1	-0.4	0.4
- COc1ccc(-c2[nH]ncc2CN2CCCN(C(=O)c3ccco3)CC2)cc1F
  4	-18	10	-2	0.8	-6	-0.5	2.0	-0.1
- COc1ccccc1-c1cc(C(=O)NC(C)c2ccccc2)no1 (centres undefined)
  5	-1	4	2	-0.3	1	-0.6	-1.5	-0.1
- CCC1SC2=NC(C)=C(C(=O)OCCOC)C(c3ccc(C(=O)OC)cc3)N2C1=O (centres undefined)
  8	27	5	2	0.6	7	-0.6	0.0	-0.4
- CC(C)(C)NC(=O)Nc1ccc2nccnc2c1
  6	i	-44	3	1.7	1	1.0	1.1	-0.2
- O=S(=O)(Cc1ccccc1)NCc1cccnc1
  3	19	5	4	-0.2	-15	0.2	1.0	0.0
- COCCNc1nc(SCC(=O)N2CCN(c3ccccc3OC)CC2)nc2ccccc12
  13	-46	-41	9	2.1	-18	-1.3	-0.1	0.3
- CC(=O)N(C(C)=O)c1nc(-c2ccccc2)cn1/N=C/c1cccc([N+](=O)[O-])c1
  2	-30	25	-1	1.4	-13	-0.5	0.6	-0.4

An excerpt from above in order of SMILES length, highest first:
Below each compound – BaF3 parental	Calpain2 inh	EP2 modulator	Ba/F3 V617F tox	S1P4 agonist	S1P4 antag	PERK inhibitor	TRPN1 ag	TRPML3 ag
- COc1ccc(-c2[nH]ncc2CN2CCCN(C(=O)c3ccco3)CC2)cc1F
  4	-18	10	-2	0.8	-6	-0.5	2.0	-0.1
- CCn1c(=O)c(=O)[nH]c2cc(C(=O)NC3CCCC3)ccc21
  2	-31	19	3	-0.4	-21	0.8	1.6	1.0
- CCN(CC)C(=S)NC(=O)c1cc(OC)c(OC)c(OC)c1
  -1	-3	7	-3	0.1	1	1.3	2.4	0.8

(continued)
Below each compound – BaF3 parental	Calpain2 inh	EP2 modulator	Ba/F3 V617F tox	S1P4 agonist	S1P4 antag	PERK inhibitor	TRPN1 ag	TRPML3 ag
- CC1CC(=O)Nc2ccccc2N1S(=O)(=O)c1ccc(F)cc1F (centres undefined)
  0	-16	13	-2	-0.2	-8	0.4	0.7	1.1
- COc1ccc(S(=O)(=O)NCCC(=O)NCc2ccccc2)cc1
  1	-7	14	2	0.4	8	0.6	-0.7	0.2
- O=S(=O)(c1ccccc1F)N1CCN(Cc2nc3ccccc3[nH]2)CC1
  4	-67	0	0	-1.4	-12	-2.2	-1.2	0.5
- COc1ccc(S(=O)(=O)NCCCN2CCOCC2)c2ccccc12
  1	-46	2	-3	-0.9	-16	-0.2	0.1	-0.2
- NC(=O)c1c(NC(=S)Nc2ccccc2)sc2c1CCCC2
  1	-38	-7	-2	1.1	1	1.3	-1.4	0.3
- O=C(Nc1nncs1)Oc1ccccc1
  2	-28	1	-1	0.7	-1	0.9	-0.8	0.7
- Cc1cc(C)cc(OCC(=O)N2N=C(C(F)(F)F)CC2(O)C(C)(C)C)c1 (centres undefined)
  1	17	29	-4	0.3	-3	0.5	-0.6	-0.9
- COC(=O)c1oc2ccc(Cl)cc2c1NC(C)=O
  4	-2	-50	-3	-0.5	-16	0.5	0.9	0.2
- CCOC(=O)CNS(=O)(=O)c1c(C)noc1C
  0	17	16	-3	-1.2	-8	0.7	0.3	0.5
- COc1ccc(C(=O)NCCSc2ccccc2)cc1OC
  9	-29	-48	0	0.6	-7	1.7	-0.4	0.6
- O=C(CN1CCCCCC1)N1c2ccccc2Sc2ccccc21
  7	6	-7	2	-0.9	-1	-0.4	0.7	0.3
- CN1C(=O)CC(N2CCC(C(N)=O)(N3CCCCC3)CC2)C1=O (centres undefined)
  6	-32	15	1	1.1	6	1.1	1.5	1.5
- CCCCCn1c(=O)[nH]c2cc(C(=O)O)ccc2c1=O
  3	-68	-1	-4	-0.1	-5	0.5	1.2	1.1
- CC(O)C1C(=O)OC2(C)CC(C)(C)NC(=S)N12 (centres undefined)
  2	-3	15	-3	-1.7	-12	1.7	-0.8	1.0
- Clc1ccc2scc(CN3CCCCC3)c2c1
  5	-12	46	-1	-0.3	1	0.3	-0.1	0.5
- CCn1c(-c2c[nH]c3ccccc23)n[nH]c1=S
  4	20	-5	-1	0.2	-24	1.4	-0.4	0.0
- CCOC(=O)c1ccc(-c2nnc(-c3ccc(Cl)cc3Cl)o2)cc1
  1	-6	10	-3	-2.8	4	0.6	-0.1	1.2
- Cc1ccc(S(=O)(=O)N(C)CC(=O)Nc2cccc3c2CCCC3)cc1
  6	14	-13	-2	-0.7	-2	-0.1	-0.6	-0.5
- O=C(CCn1c(=O)oc2ccccc21)N1CCN(c2ccc(F)cc2)CC1
  1	9	28	-4	0.1	-8	-0.1	-1.6	-0.1
- COc1ccc(CCNC(=O)COC(=O)C23CC4CC(CC(Br)(C4)C2)C3)cc1
  2	21	-10	-2	1.7	-24	0.3	-1.1	-0.5
- Cc1ccc2c(CC(=O)N3CCc4ccccc43)coc2c1
  3	-47	-15	-2	1.4	-5	0.1	-0.6	0.4
- CCn1c(CC(=O)Nc2cccc(Cl)c2Cl)nnc1SCCOc1ccc(OC)cc1
  6	9	-24	3	2.4	-1	0.0	-1.2	0.4
- O=C(CN1CC(c2ccccc2)CC1=O)OCc1ccccc1F (centres undefined)
  2	11	5	-1	-0.6	4	0.4	-0.8	-0.9
- CC(C)(O)CC[C@@H](O)[C@](C)(O)[C@H]1CC[C@@]2(O)C3=CC(=O)[C@@H]4C[C@@H](O)[C@@H](O)C[C@]4(C)C3CC[C@]12C (some centres undefined)
  -7	1	5	-4	0.0	5	0.0	1.4	0.6
- CC(=O)c1cccc(NC(=S)NCCCCc2ccccc2)c1
  5	4	-8	2	-0.8	-14	0.3	5.4	0.5
- Oc1cccc(C2c3[nH]c4ccccc4c3CCN2Cc2ccc3c(c2)CCO3)c1 (centres undefined)
  3	-94	24	0	0.2	-8	-0.1	0.6	-0.1
- COC(=O)CCCC(=O)Nc1ccc(Br)cc1
  -1	-17	8	-1	-0.1	-9	0.6	1.1	-0.1

Screening data (PubChem BioAssay)
